Bioassay records deposited in PubChem by National Center for Advancing Translational Sciences (NCATS).
ELG1 repair inh: inhibitors of ELG1-dependent DNA repair in HEK293T cells. HEK293T ELG1-luciferase reporter, luminescence, 16 h; DNA damage induced by 5-fluorouridine. Potency, µM (titrated, usually from 46.1 µM), inactives show top-dose activity change, negative = inhibition, actives largely listed as inhibitors. 2.3% of 330,000 active; note: potency is the fitted concentration of half-maximal effect; % is set by controls: 0 for no effect and ±100 for the full control effect; nearly all actives have a fitted effect of over 55% in size
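Step one: seed 2,000 cells per well. Step two: pin-transfer compound or DMSO alongside 5-fluorouridine. Step three: incubate 16 hr, 37 °C, 5% CO2. Step four: add ONE-Glo, wait 30 min, read luminescence.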
VP16 counter: counter-screen for ROR gamma inhibitors: Gal4-VP16 reporter; Drosophila S2 Gal4-VP16 UAS-luciferase, luminescence, 20 h; Potency, µM (series often up to 53.6 µM), inactives show at the top dose activity, negative = inhibition, hits mostly inhibitors; 3.5% of 310,000 active; AID 2546;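 note: Gal4-VP16 expression switched on by copper sulfate through the metallothionein promoter; potency is the fitted concentration of half-maximal effect; % is set by controls: 0 for no effect and ±100 for the full control effect; nearly all actives have a fitted effect of over 50% in size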
RORg inh: inhibitors of mouse ROR gamma transcriptional activity | AID 2551 | Drosophila S2 Gal4-RORgamma UAS-luciferase reporter, 20 h | 5.4% of 310,000 active | P51450 | Potency, µM (doses to about 53.6 µM), for inactives: top-dose activity change, negative = inhibition, usual class: inhibitors; note: potency is the fitted concentration of half-maximal effect; % is set by controls: 0 for no effect and ±100 for the full control effect; nearly all actives have a fitted effect of over 60% in size
Target sequence (P51450 whole entry, looked up, the tested form may be a part): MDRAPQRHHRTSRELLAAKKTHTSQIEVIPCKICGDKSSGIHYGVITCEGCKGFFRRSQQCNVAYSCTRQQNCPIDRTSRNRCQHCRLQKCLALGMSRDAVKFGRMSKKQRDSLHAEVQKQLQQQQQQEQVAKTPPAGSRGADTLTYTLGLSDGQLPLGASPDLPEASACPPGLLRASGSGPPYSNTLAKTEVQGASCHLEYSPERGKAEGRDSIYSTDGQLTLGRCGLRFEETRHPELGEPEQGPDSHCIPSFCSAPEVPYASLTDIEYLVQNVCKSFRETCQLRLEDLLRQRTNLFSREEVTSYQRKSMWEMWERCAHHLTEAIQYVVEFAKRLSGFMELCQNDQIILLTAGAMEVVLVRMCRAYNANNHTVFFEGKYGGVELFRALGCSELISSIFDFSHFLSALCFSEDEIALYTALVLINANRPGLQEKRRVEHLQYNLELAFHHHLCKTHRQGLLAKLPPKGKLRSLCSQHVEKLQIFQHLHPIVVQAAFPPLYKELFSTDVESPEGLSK
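ROR gamma transcriptional activity was tracked as Gal4-UAS luciferase output in stably transfected Drosophila Schneider cells, with compound added 1 hr before 700 uM copper sulfate induction and a 20 hr ambient-temperature incubation.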
MBNL1-CUG inh: inhibitors of human MBNL1 binding to CUG repeat RNA; Q9NR56; TR-FRET MBNL1-His/biotin-(CUG)12 binding, 665/545 ratio; Potency, µM (highest dose often 57.5 µM), for the others: at the highest dose activity change, negative = inhibition, most hits filed as inhibitors; 0.036% of 280,000 active; AID 2675; active = well fitted inhibition curve with a large enough effect in the signal ratio, with a control signal flat, not every such curve was filed as active; inconclusive = small, poorly fitted or top-dose-only effect, or effect the other way, or a change in a side signal; inactive = no such curve, though single readings can be large or run the other way; the % refers to the signal ratio; note: potency is the fitted concentration of half-maximal effect; % is set by controls: 0 for no effect and ±100 for the full control effect
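Compound titration spanned 92 nM–58 uM against the MBNL1-His/biotin-(CUG)12 complex. After 60 min at room temperature with 5 nM streptavidin-XL665 and 0.055 ng/ul terbium anti-His, ratiometric 665/545 nm emission (Ex 340 nm) normalized to controls.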
KCNH2 3.1 inh: KCNH2 3.1 (human) potassium channel inhibition | AID 720553 | 0.95% of 340,000 active | activity change, % (tested at about 1.8 µM) | U2OS KCNH2 3.1, thallium flux FluxOr; hits give low values;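 active = maximum activity change below -70%; inconclusive = maximum activity change from -70% to -50%; inactive = maximum activity change above -50%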;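 note: thallium influx rate constant from kinetic fluorescence after stimulation buffer; % is set by controls: 0 for no effect and ±100 for the full control effect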
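We transduce U2OS cells with the mutant 3.1 virus, culture them overnight, load FluxOr with Red40 quencher for 45 min, then add stimulation buffer and read kinetically for 2 min to derive a normalized rate constant.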
Rab9 prom act: Rab9 promoter activation. Huh7 Rab9 promoter-luciferase reporter, luminescence, 24 h. Potency, µM (highest dose often 9.22 µM), for inactives: at the top dose activation, negative = inhibition, usual class: activators. 2.8% of 320,000 active. AID 485297; note: potency is the fitted concentration of half-maximal effect; % of control where 0% means no effect; nearly all actives have a fitted effect of over 60% in size
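Rab9 promoter-driven luciferase in stably transfected Huh7 cells; 1500 cells/well rested 2 h, exposed to compound in DMSO for 24 h at 37 °C, 5% CO2. Luminescence read 10 min after adding luciferase reagent at ambient temperature.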
Menin MLL FP TR: inhibitors of human menin-MLL interaction, mutant MLL peptide; Potency, µM (titrated, usually from 61.6 µM), for inactives: at the top dose FP activity change, negative = inhibition, actives largely listed as inhibitors; Menin + Texas Red MLL mutant peptide, fluorescence polarization; 0.23% of 270,000 active; AID 1768; active = well fitted inhibition curve with a large enough effect in the polarisation, with a control signal flat, not every such curve was filed as active; inconclusive = small, poorly fitted or top-dose-only effect, or effect the other way, or a change in a side signal; inactive = no such curve, though single readings can be large or run the other way; the % refers to the polarisation; note: potency is the fitted concentration of half-maximal effect; % of control where 0% means no effect; many of its hits are not listed in these tables
PKM2 activator: activators of human pyruvate kinase M2; purified PKM2, Kinase-Glo ATP luminescence, activation; response scale: 0% is enzyme alone, no compound; Potency, µM (doses to about 57.5 µM), for inactives: at the highest dose activation, hits mostly activators; 0.34% of 260,000 active; AID 1631; P14618; note: potency is the fitted concentration of half-maximal effect; % is set by controls: 0 for no effect and ±100 for the full control effect; nearly all actives have a fitted effect of over 55% in size
Target sequence (P14618 whole entry, looked up): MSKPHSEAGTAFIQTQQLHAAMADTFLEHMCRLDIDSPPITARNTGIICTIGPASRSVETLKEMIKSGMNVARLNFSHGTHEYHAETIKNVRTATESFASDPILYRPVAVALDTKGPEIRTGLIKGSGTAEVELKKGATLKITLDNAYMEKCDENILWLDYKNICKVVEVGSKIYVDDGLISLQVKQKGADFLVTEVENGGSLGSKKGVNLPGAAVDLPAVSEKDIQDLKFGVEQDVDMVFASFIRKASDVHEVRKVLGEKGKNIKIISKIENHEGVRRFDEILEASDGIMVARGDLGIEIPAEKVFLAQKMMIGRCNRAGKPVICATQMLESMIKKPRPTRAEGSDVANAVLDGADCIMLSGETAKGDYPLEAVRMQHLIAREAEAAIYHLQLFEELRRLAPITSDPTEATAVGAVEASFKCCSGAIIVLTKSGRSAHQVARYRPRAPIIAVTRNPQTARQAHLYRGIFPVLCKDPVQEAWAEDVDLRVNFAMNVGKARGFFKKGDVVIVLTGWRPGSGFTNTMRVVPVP
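hPK-M2, >95% pure; 0.1 mM ADP / 0.5 mM PEP final; imidazole pH7.2 buffer w/ 7 mM MgCl2, 50 mM KCl; 1 h RT; Kinase-Glo lum. Intermediate enzyme activity for dual inhibitor/activator qHTS.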
FLuc modulator: firefly luciferase modulation, counter-screen for miR-21 project | P08659 | purified FLuc, Km substrates, luminescence inhibition | Potency, µM (series often up to 57.5 µM), for inactives: at the highest dose activity change, negative = inhibition, usual class: inhibitors | 6.9% of 360,000 active | AID 588342;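 note: potency is the fitted concentration of half-maximal effect; plate controls were vehicle for no effect and reference inhibitor for full effect; nearly all actives have a fitted effect of over 55% in size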
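Biochemical qHTS of compounds, final roughly 60 µM downward over six points, against 10 nM purified firefly luciferase using Km concentrations of substrates (10 uM D-luciferin, 10 uM ATP) in Tris acetate pH 7.5 buffer; luminescence output.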
Mito fusion act: blocks mitochondrial division or promotes mitochondrial fusion. S. cerevisiae fusion-defective mutant growth rescue, CellTiterGlo 48 h. Potency, µM (series often up to 46.1 µM), inactives show at the top dose growth rescue (activation), most hits filed as activators. 0.23% of 320,000 active. AID 485298;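 note: potency is the fitted concentration of half-maximal effect; % of control where 0% means no effect; nearly all actives have a fitted effect of over 45% in size; temperature-sensitive fusion mutants such as fzo1-1 at 37 °C on non-fermentable ethanol glycerol medium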
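Compounds are tested for their ability to restore growth of mitochondrial fusion-defective yeast strains at non-permissive 37C in YPEG medium over 48 hours. Viability is quantified by luciferase luminescence.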
NPC1 promoter act: activates the NPC1 promoter | 2.4% of 320,000 active | Potency, µM (doses to about 9.22 µM), without a hit: top-dose activation, most hits filed as activators | Huh7 NPC1 promoter luciferase reporter, 24 h;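 note: potency is the fitted concentration of half-maximal effect; % of control where 0% means no effect; nearly all actives have a fitted effect of over 60% in size; reporter is driven by a mutant NPC1 promoter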
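Compounds in DMSO were transferred onto Huh7 NPC1-luciferase reporter cells pre-incubated 2 h; after 24 h at 37 °C, Amplite reagent was dispensed and luminescence recorded 10 min later.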
* marks the source's active call; other numbers are inactive results; u = inconclusive; x = no result given; & = joins results of further samples; [ ] = another dose, or the depositor's remark. Unless noted, calls come from the whole dose curve; as a rule, active = well fitted curve in the direction sought with a large enough effect; inconclusive = small, poorly fitted or top-dose-only effect, or another doubt; inactive = no such curve, though single readings can be large; an effect the other way counts as inactive or inconclusive. This is a subset. The share of hits here may be higher or lower than overall.

SMILES	ELG1 repair inh	VP16 counter	RORg inh	MBNL1-CUG inh	KCNH2 3.1 inh	Rab9 prom act	Menin MLL FP TR	PKM2 activator	FLuc modulator	Mito fusion act	NPC1 promoter act
O=C(Nc1ccc(CN2CCOCC2)cc1)c1ccc(-c2ccc(Cl)cc2Cl)o1	u	-4%	32%	9%	-87*	-16%	-1%	3%	u	-1%	-11%
COCCC(=O)N1CCC(Oc2ccc(C(=O)NCCc3cn[nH]c3)cc2)CC1	13%	-3%	-8%	5%	4	-3%	x	-3%	6%	-2%	-3%
Cc1cc(Nc2ncc(Cl)cc2Cl)n[nH]1	u	-13%	11µM*	-5%	2	-4%	31%[activator]	-1%	u	-4%	0%
COc1ccc2[nH]cc(CCN3C(=O)CCC3=O)c2c1	6%	-10%	-18%	8%	-14	18%	15%	-6%	5%	0%	0%
CCOc1ccc(OCC)c(NC(=O)C2CCCN(c3ncccn3)C2)c1 (stereo unspecified)	u	7%	10%	0%	-20	-3%	14%	3%	3%	1%	1%
CCC(C)C(NS(=O)(=O)c1ccc(C)cc1)C(=O)NCCCN1CCOCC1 (stereo unspecified)	0%	-3%	-4%	-11%	-2	-3%	x	x	1%	1%	-1%
O=C(NC1CCCC1)C(c1ccccc1)N(Cc1ccc(F)cc1)C(=O)c1csnn1 (stereo unspecified)	-2%	-4%	15%	-5%	16	0%	x	x	1%	18%	-1%
Cc1cccn2c(=O)c3cc(C(=O)N4CCN(Cc5ccccc5)CC4)sc3nc12	-25%	x	x	x	3	0%	x	x	-2%	-4%	8%
CC1(NC(=O)CCc2nc3ccccc3c(=O)[nH]2)CCS(=O)(=O)C1 (stereo unspecified)	6%	-2%	4%	-7%	7	0%	2%	-5%	3%	2%	-4%
CCOC(=O)C1(Cc2cccc(OC)c2)CCN(Cc2ccc(OC)c(O)c2)CC1	u	0%	10%	4%	-77*	-4%	-22%	1%	6%	-11%	1%
COCc1c(C(=O)N/N=C\c2cccs2)nnn1-c1nonc1N	3%	-12%	u	13%	4	5%	4%	0%	-4%	3%	4%
COc1ccc(OCc2nnc(SCC(=O)Nc3ccccc3C#N)o2)cc1	2%	2%	-39%	2%	0	-2%	-12%	x	-17%	2%	-1%
O=[N+]([O-])c1ccc(N2CCN(CCOCCO)CC2)c([N+](=O)[O-])c1	3%	-8%	-1%	u	-1	-1%	2%	2%	-1%	-5%	-1%
CCC1=NC(c2ccccc2Cl)N(O)C1(C)C (stereo unspecified)	3%	8%	-11%	-7%	17	5%	2%	0%	5%	-3%	0%
COc1ccc(NC(=S)N(CCO)Cc2cc3c(C)cc(C)cc3[nH]c2=O)cc1	u	-19%	29%	-8%	-4	-4%	x	2%	-7%	3%	2%
CC(=O)Nc1cccc(C(=O)OCC(=O)NC2CCCCCCC2)c1	17%	x	x	x	-7	-3%	x	x	u	1%	-1%
O=C(COC(=O)c1cc([N+](=O)[O-])ccc1NCc1ccccc1)NC1CCCc2ccccc21 (stereo unspecified)	u	-5%	1%	6%	-21	-4%	-6%	0%	9%	-1%	1%
O=C1c2ccsc2SCCN1Cc1ccc(Cl)cc1Cl	-5%	-2%	14%	-21%	-2	-10%	0%	-2%	-2%	-7%	2%
Cc1cc(C)nc(NC(=O)c2c(-c3ccccc3Cl)noc2C)n1	-1%	x	-24%[0.365 µM]	-3%	-1	4%	13%	0%	5%	0%	1%
COc1ccc(CCC(=O)NCC(c2ccco2)N2CCc3ccccc32)cc1 (stereo unspecified)	u	x	x	x	17	-2%	x	x	7%	14%	2%
CCNc1nc(=S)nc(NCc2ccccc2)[nH]1	19%	7.1µM*	3.2µM*	x	x	1%	u	1%	-2%	0%	-9%
O=C(Cn1cc([N+](=O)[O-])ccc1=O)NCC1COc2ccccc2O1 (stereo unspecified)	0%	x	x	x	-21	0%	x	x	x	-4%	-2%
Cc1noc(C)c1COc1ccc(C(=O)OC(C)C(=O)Nc2ccc(S(=O)(=O)N3CCOCC3)cc2)cc1 (stereo unspecified)	-1%	-6%	-2%	-1%	-1	-12%	-14%	-6%	5%	-5%	-7%
Cc1cc(Cl)c(S(=O)(=O)N2CCN(c3ccccc3)CC2)cc1OCC(N)=O	u	3%	33%	-5%	14	-10%	0%	0%	2%	1%	-1%
CN(C1CCCCC1)S(=O)(=O)c1ccc(C(=O)Nc2sc3c(c2C(N)=O)CC(C)(C)NC3(C)C)cc1	7%	0%	-39%	22%	-41	-4%	u	0%	5%&1%	-13%	1%
O=C(c1cccc(S(=O)(=O)N2CCCC2)c1)N1CCN(c2ncccn2)CC1	8%	2%	22%	x	7	1%	-3%	-14%	3%	2%	-2%
CN1CCN(C(=O)CNC(=O)Cc2ccc(Cl)cc2)CC1	-1%	x	x	-8%	-1	-1%	-7%	-2%	-1%	3%	-3%
O=C(CN1CCCC1)Nc1ccccc1Cl	0%	-10%	-11%	2%	12	3%	4%	-3%	4%	-6%	-2%
CC(O)CNc1cnccn1 (stereo unspecified)	16%	11%	-14%	0%	x	3%	-1%	-11%	0%	-4%	-2%
CCC(Sc1nc2ncccc2[nH]1)C(=O)N1CCOCC1 (stereo unspecified)	27%	-1%	-11%	-3%	-8	-4%	10%	3%	0%	-1%	2%
CCOC(=O)NNC(=S)Nc1c(C)n(C)n(-c2ccccc2)c1=O	-14%	2%	-3%	x	-15	-4%	x	-5%	8%	-13%	-2%
O=C(CSc1nc(COc2ccccc2)nc2ccccc12)NC1CCCC1	13%	-2%	-10%	-3%	1	-2%	-18%	-10%	0%	0%	-1%
COc1ccc(CNC(=O)c2ccc[nH]2)cc1Cl	-8%	-13%[10 µM]	12%	1%	2	0%	-1%	-1%	6%	-6%	-3%
COC(=O)c1ccccc1S(=O)(=O)N1CCC(C(=O)OC(C)C(=O)Nc2ccc(NC(C)=O)cc2)CC1 (stereo unspecified)	-1%	13%	9%	5%	6	1%	x	-14%	3%	2%	1%
COc1cccc(NC2=Nc3cccc4cccc2c34)c1	u	u	u	17%	-7	-3%	16%	0%	12µM*	19%	-3%
NC(=O)c1ccc(-c2csnn2)cc1	-2%	3%	-1%	-9%	15	2%	x	-2%	4%	0%	2%
Cc1ccc(S(=O)(=O)Nc2ccncc2)c(C)c1N(C)S(=O)(=O)c1ccc(Cl)cc1	-1%	-3%	33%[10 µM]	x	-7	-7%	0%	-1%	9%	1%	-2%
COc1cccc(OC2OC3COC(C)(C)OC3C(O)C2NC(C)=O)c1 (stereo unspecified)	-17%	-14%	14%	-7%	3	-2%	2%	-4%	-1%	-2%	1%
CCN(CC)Cc1ccccc1Sc1ccccc1	-2%	18%	-8%	-13%	4	2%	-2%	-9%	3%	-6%	0%
CCOc1cc(NC(=O)c2cccs2)c(OCC)cc1NC(=O)CCC(=O)NCc1ccccn1	-18%	5%	-3%	1%	-3	0%	x	-7%	0%	2%	-7%
C=CCNC(=O)/C(C#N)=C/c1ccc(OS(=O)(=O)c2ccc(C)cc2)c(OC)c1	u	u	11µM*	-11%	-13	1%	14%	u	-16%	-5%	-1%
CC1(C)CC(=O)C=C(N=CC2=C(O)CC(C)(C)CC2=O)C1	x	-4%	7%	-8%	10	x	-2%	-14%	-3%	-5%	x
O=C(COC(=O)Cc1c(F)cccc1Cl)Nc1nnc(-c2ccccc2)o1	7%	x	x	x	0	2%	x	x	1%	13%	1%
CN(C)c1cccc(NC2=CC(=[N+]3CCOCC3)CC(C)(C)C2)c1	-4%	-2%	-5%	-4%	u	-1%	-11%	-1%	3%	3%	6%
CC1CCN(S(=O)(=O)c2ccc(C(=O)NCc3cccnc3)cc2)CC1	-2%	3%	26%	3%	3	-1%	2%	3%	-2%	1%	-9%
O=C(N/N=C/c1cn(Cc2cccc(F)c2)c2ccccc12)c1cc(O)cc(O)c1	2%	-6%	-4%	-13%	-15	1%	u	12%	17µM*	-1%	0%
C=CCNC(=O)/C(C#N)=C/c1ccccc1[N+](=O)[O-]	26%	u	-17%	19%	17	-1%	1%	0%	1%	7%	-3%
